# Wnt act: activates Wnt/beta-catenin signaling in a reporter cell assay. activation, % at 9.35 µM. AID 743398. activator, plate reader. 300,000 compounds, 1.2% hits; in the data active = activation above about 30%, passing the limit was not always enough; inconclusive = no clear call, values can overlap the other calls;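 note: 0% = neutral control wells and 100% = positive control wells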
# HTR5A inv ctr: HTR5A inverse agonism, opioid heterodimer counter-screen; P47898; AID 504634; HTR5A cell line, luminescence; 340,000 compounds, 0.083% hits; inhibition, % at 9.3 µM; in the data active = inhibition mostly above about 23%, no sharp cut-off; inactive = mostly below about 18%;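 note: 0% = cells with DMSO and 100% = no-cell wells with DMSO; some compounds called inactive have numbers as strong as hits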
# CDK5 p35 inh: inhibitors of human CDK5/p35 kinase | Recombinant CDK5/p35, ADP-Glo luminescence, 60 min | inhibition, % at 10 µM | 330,000 compounds, 0.01% hits;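 active = highest replicate inhibition of at least 50% and at least 75% of replicates reaching 50%; inconclusive = only one of the two criteria met; inactive = both criteria failed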;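 note: plate controls were DMSO neutral control for no effect and GW8510 at 10 µM for full effect; many of its hits are not listed in these tables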
# HTR5A ag ctr: counter-screen for OPRM1-OPRD1 agonists: human HTR5A agonism. P47898. HTR5A agonist assay, luminescence, cell-based. activation, % at 9.3 µM. 340,000 compounds, 0.61% hits. AID 504692; in the data active = activation mostly above about 9.5%, no sharp cut-off; inactive = mostly below about 7.6%;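 note: 0% = cells with vehicle only and 100% = reference agonist; strong numbers were not always called active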
# PvdQ acylase: P. aeruginosa PvdQ acylase inhibition; purified PvdQ acylase, fluorescence plate reader; inhibition, % at 10 µM; 340,000 compounds, 0.063% hits; AID 488965; in the data active = inhibition above about 30%, passing the limit was not always enough; inconclusive = no clear call, values can overlap the other calls;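 note: 0% = vehicle neutral wells and 100% = reference inhibitor wells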
# MITF act: MITF TRPM1 promoter activation in melanoma cells | SK-MEL-5 TRPM1-promoter luciferase, 24 h; % of positive control, neutral wells = 0 | activation, % at 12.5 µM | 300,000 compounds, 0.75% hits;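 active = mean activation of at least 80% with every replicate also reaching 80%; inconclusive = mean reaches 80% but some replicate falls short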;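 note: 0% = neutral control wells and 100% = parthenolide positive control wells; values of inactives mirror those of a sister screen read the other way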
# dFosB activator: activators of mouse delta FosB homodimer | activation, % at 25 µM | purified delta FosB, TAMRA-CDK5 oligo fluorescence polarization; percent of positive-control signal above neutral wells | 340,000 compounds, 0.99% hits;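 active = mean activation above about 17%, with every replicate also reaching it, limit read from the data, passing the limit was not always enough; inconclusive = only one of the two conditions met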;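 note: fluorescence polarization rise as delta FosB binds a TAMRA Cdk5 AP-1 oligo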
# Target sequence (P13346 whole entry, looked up): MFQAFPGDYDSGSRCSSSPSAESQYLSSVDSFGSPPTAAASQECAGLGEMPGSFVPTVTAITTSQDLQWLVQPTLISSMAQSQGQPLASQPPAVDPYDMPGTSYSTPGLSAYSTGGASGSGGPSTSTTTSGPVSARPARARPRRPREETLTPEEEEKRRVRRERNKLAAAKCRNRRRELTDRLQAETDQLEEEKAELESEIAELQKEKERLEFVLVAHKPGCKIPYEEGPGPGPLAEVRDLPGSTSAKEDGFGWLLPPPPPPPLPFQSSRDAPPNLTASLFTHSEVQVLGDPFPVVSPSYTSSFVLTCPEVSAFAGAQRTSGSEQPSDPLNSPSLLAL
# NSD2 inh: blocks human histone methyltransferase NSD2; O96028; NSD2 peptide methylation, AlphaScreen, 120 min; 310,000 compounds, 0.54% hits; AID 743445; inhibition, % at 12.5 µM; in the data active = inhibition above about 50%
# SR-BI DiI inh: mouse SR-BI HDL lipid transfer inhibition. ldlA[mSR-BI] CHO cells, DiI-HDL uptake fluorescence, 3 h. 320,000 compounds, 0.96% hits. AID 488896. inhibition, % at 12.5 µM;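 active = mean replicate inhibition of at least 70% and a set share of replicates each scoring 70 or more; inconclusive = meets just one of the two criteria; inactive = fails both criteria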;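 note: 0% = median of neutral control wells and 100% = median of positive control wells; values of inactives mirror those of a sister screen read the other way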
# Target sequence (Q61009 whole entry, looked up): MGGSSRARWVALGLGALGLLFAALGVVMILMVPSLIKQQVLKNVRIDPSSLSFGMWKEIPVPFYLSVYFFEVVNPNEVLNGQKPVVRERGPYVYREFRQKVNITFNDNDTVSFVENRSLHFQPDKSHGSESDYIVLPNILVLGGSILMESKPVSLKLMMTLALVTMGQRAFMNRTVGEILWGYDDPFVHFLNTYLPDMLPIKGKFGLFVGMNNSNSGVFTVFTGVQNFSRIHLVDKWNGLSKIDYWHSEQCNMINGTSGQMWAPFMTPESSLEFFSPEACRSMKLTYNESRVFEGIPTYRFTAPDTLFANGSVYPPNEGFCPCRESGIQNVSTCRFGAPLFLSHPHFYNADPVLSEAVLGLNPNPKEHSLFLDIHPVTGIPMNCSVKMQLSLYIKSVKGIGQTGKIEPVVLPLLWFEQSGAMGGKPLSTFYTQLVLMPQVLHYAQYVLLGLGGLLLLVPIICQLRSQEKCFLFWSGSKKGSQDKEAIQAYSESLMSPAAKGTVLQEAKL
# V-ATPase pH: regulators of yeast V-ATPase proton transport; S. cerevisiae, pHLuorin cytosolic pH fluorescence; response, % at 10 µM; 350,000 compounds, 0.37% hits; AID 504577; in the data active = response mostly above about 7.3%, no sharp cut-off; inactive = mostly below about 5.4%; note: actives read high; inactives centre near 0; some compounds called inactive have numbers as strong as hits; reference of the scale not given here
# * hit, by the source's call; ? = inconclusive; nt = not tested or not shown.
SMILES,Wnt act,HTR5A inv ctr,CDK5 p35 inh,HTR5A ag ctr,PvdQ acylase,MITF act,dFosB activator,NSD2 inh,SR-BI DiI inh,V-ATPase pH
O=C(Nc1ccc2nc3n(c(=O)c2c1)CCCCC3)C(=O)N1CCN(c2ccccc2F)CC1,-1,4,0.3,-1,-18,5,1,0,-15,2
O=C(Cn1nnc2ccccc21)Nc1ccc(Cl)cn1,1,10,1.7,-4,-17,19,-5,-3,3,-1
C=CCn1c(=NC(=O)c2ccccc2[N+](=O)[O-])sc2cc(S(C)(=O)=O)ccc21,1,16,4.7,6,8,6,0,-3,31,-2
CN(C)C(CNc1ncnc2ccccc12)c1c(F)cccc1Cl (stereo not given),-4,8,-0.8,-3,6,-4,2,7,nt,-1
Cc1ccnc(Nc2nc(-c3ccc(O)cc3)cs2)c1,17,-13,0.2,5,-8,60,-2,12,25,-2
COC(=O)[C@@]12CCCCN1[C@H](c1ccc(-c3ccc(Cl)c(Cl)c3)cc1)[C@H]1C(=O)N(C)C(=O)[C@H]12,-7,-6,0.2,0,-6,-11,-3,nt,56,-1
CCOc1ccc(NCC(=O)Nc2ccc(Cl)cc2C)cc1,nt,10,-1.4,-2,-18,-3,-8,nt,31,-1
Cc1ccccc1CSc1nc(-c2ccccc2)cc(=O)[nH]1,1,-11,nt,1,-11,-22,-3,-3,-8,2
Cc1ccc(C)c(N2CCN(C(=O)CCc3nc(-c4cccc(Br)c4)no3)CC2)c1,-1,-2,-2.1,1,-12,-8,-2,nt,2,0
COc1ccccc1C(=O)N/C(=C\c1ccccc1)C(=O)NC(Cc1ccccc1)C(=O)O (stereo not given),0,3,0.3,-1,-13,-11,-8,-4,nt,-2
COc1cc(SC)ccc1C(=O)NCCOc1c(C)cc(C)cc1C,-2,-18,-0.7,1,-9,-1,-2,0,41,4
c1ccc(CSc2ncnc3ccccc23)cc1,3,-22,-0.2,4,-12,38,-17,-3,5,-2
COc1cc(/C=C(\C#N)C(=O)c2c[nH]c3ccccc23)cc(OC)c1O,0,11,1.1,-4,-8,1,-18,nt,21,3
COc1ccccc1N=C(C)C1=C(O)CC(c2ccccc2)CC1=O (stereo not given),-1,-59,-0.8,8.9*,-6,-9,-10,1,44,-2
O=C(NCCc1c[nH]c2ccccc12)/C(=C\c1cccnc1)NC(=O)c1cccs1,nt,-50,-0.2,3,-7,-4,1,-1,21,-1
NC(=O)c1ccc(NC(=O)CSc2nncn2-c2ccccc2)cc1,1,-15,-4.3,5,-12,nt,-2,nt,nt,-4
Cc1c(C(=O)N2CCN(Cc3ccc4c(c3)OCO4)CC2)sc2ncnc(N3CCN(c4ccccc4)CC3)c12,0,-2,0.7,1,3,-18,-7,-1,23,-1
O=S(=O)(NC1=NCCCCC1)c1cc(F)ccc1F,0,-5,-0.7,1,-7,11,7,-1,-6,0
CC(C)(C)n1cnc2cc(NC(=O)c3cccs3)ccc21,?,4,-0.7,-1,-2,?,0,-7,-2,1
CCc1ccc2c(c1)C(=O)C[C@]1(CCC[C@H](C)C1)O2,13,-15,0.1,0,8,-4,5,nt,44,-11
N#C/C(=C\c1cccc(O)c1)C(=O)N1CCCCC1,1,17,-1.2,1,4,5,-5,3,-8,0
C=CCn1c(COc2cccc(C)c2)nnc1SCC(=O)c1c(N)n(C)c(=O)n(C)c1=O,1,18,-0.7,-2,-14,-7,-4,-10,nt,-3
Cc1cc(C)n(CCC(=O)N/N=C/c2ccc(O)cc2O)n1,-8,8,4.2,5,8,-3,-4,-11,-14,3
CN(C)/C=C1\NC(=S)N(c2ccc(Cl)cc2)C1=O,-5,12,-0.4,-4,-13,2,-10,2,37,1
CN(C)CC1CCCCC1OC(=O)/C=C/c1ccccc1 (stereo not given),-2,3,-0.2,-1,-3,4,0,nt,-13,-1

# Reprinted from the part before: 3 compounds, then new ones.
SMILES,Wnt act,HTR5A inv ctr,CDK5 p35 inh,HTR5A ag ctr,PvdQ acylase,MITF act,dFosB activator,NSD2 inh,SR-BI DiI inh,V-ATPase pH
Cc1cc(C)n(CCC(=O)N/N=C/c2ccc(O)cc2O)n1,-8,8,4.2,5,8,-3,-4,-11,-14,3
CN(C)/C=C1\NC(=S)N(c2ccc(Cl)cc2)C1=O,-5,12,-0.4,-4,-13,2,-10,2,37,1
CN(C)CC1CCCCC1OC(=O)/C=C/c1ccccc1 (stereo not given),-2,3,-0.2,-1,-3,4,0,nt,-13,-1
Cc1ccc(C)c(NC(=O)C(OC(=O)c2cnc(C)cn2)c2ccccc2)c1 (stereo not given),-2,-21,0.6,0,-9,-6,-11,-2,-5,0
O=C(CCn1nnc2ccccc21)N1CCN(c2ccccc2)CC1,nt,-6,-0.9,-2,-10,50,-1,-4,21,1
O=C(NC1CCCC1)[C@@H]1CSC2c3ccccc3C(=O)N21 (stereo not given in full),-1,14,-1.8,3,-14,7,-4,1,-15,-2
Cc1oc(-c2cccc(Cl)c2)nc1CSc1nc2c(c(=O)[nH]1)CCC2,nt,-14,-0.2,5,-9,-9,-9,nt,-17,6
Cc1c(N=Cc2ccncc2)c(=O)n(-c2ccccc2)n1C,-3,13,-0.1,-1,-6,1,-3,0,-12,1
CCOc1ccccc1NC(=O)C(OC(=O)c1ccc(O)cc1)c1ccccc1 (stereo not given),-3,1,-0.2,2,27,-21,-16,-1,-25,-1
COc1ccccc1CN1CCNC(=O)C1CC(=O)NCc1csc(C)n1 (stereo not given),-1,4,0.7,-1,-14,-12,-13,0,-28,0
Clc1ccc(-n2nnnc2CN2CCCCC2)cc1Cl,nt,-32,2.2,12,-12,nt,-2,-2,-4,-4
O=C(CCN1C(=O)c2cccc3cccc(c23)C1=O)NCc1cccnc1,1,11,0.4,1,-9,-9,2,0,-13,-2
Nc1nc(Nc2cccc(Cl)c2)n[nH]1,8,nt,1.2,nt,-13,nt,-4,0,-9,4
CC1CCC2(CC1)NC(=O)N(CC(=O)N1CCN(S(=O)(=O)c3ccccc3)CC1)C2=O (stereo not given),0,-52,-1.3,-2,-5,0,-3,-1,-22,-1
CN(C(=O)COC(=O)/C=C/c1ccc(C(F)(F)F)cc1)C1CCS(=O)(=O)C1 (stereo not given),3,25,-0.6,-10,-7,-5,1,-1,-19,1
Cc1ccccc1C(=O)N1CCN(c2ccc(NC(=O)c3cccnc3Cl)cc2)CC1,1,18,-2.1,2,-17,-10,2,3,76*,-2
O=C(CN1CCN(c2ccccc2O)CC1)Nc1ccc2c(c1)OCCCO2,0,-15,-0.5,6,-11,0,-4,-1,23,0
CCOC(=O)c1nn(-c2ccccc2)c2nnc(Cc3ccc(C)cc3)c(=O)n12,-3,1,-0.1,1,4,3,2,-2,-38,3
O=C(Cc1ccccc1)Nn1c(-c2ccccc2)nc2ccccc2c1=O,-2,4,nt,10,6,-6,-6,22,-9,0
Cc1ccc(CNC(=O)CS(=O)(=O)Cc2nc(-c3ccccc3F)oc2C)cc1,-5,-15,0.6,5,-5,nt,-16,nt,-13,0
CCOC(=O)Cc1csc(NC(=O)CSc2nnnn2-c2ccc(C)cc2C)n1,nt,24,0.6,1,-9,7,-3,nt,8,6
CCCOC(=O)Nc1nnc(CCC)s1,nt,0,-1.4,2,-7,-1,-7,1,-27,-3
COc1ccc(NC(=O)c2ccccc2NC(=O)c2ccccc2)cc1,2,16,-0.9,-4,-21,nt,-2,-1,44,3
Cc1c(C(=O)Nc2cc(F)cc(F)c2)cnn1-c1ccccc1,57*,-18,1.3,5,9,121*,-6,-1,43,-1
C=CC[C@@H](CC(=O)N[C@H](CO)Cc1ccccc1)C(=O)N[C@@H](COC(=O)[C@@H](CC=C)CC(=O)OC(C)(C)C)Cc1c[nH]c2ccccc12,-6,-4,-1.7,1,-14,1,-3,nt,20,-1
COC(=O)c1c(NC(=O)CSc2nnc(-c3ccco3)n2Cc2ccccc2)sc(C)c1C,nt,-26,0.5,11,-8,4,-5,6,60,2
COCCn1c(NCc2ccc(C)cc2)nc2c1c(=O)[nH]c(=O)n2C,-2,4,1.0,-2,-12,nt,-6,-1,-46,5
NC(Cc1ccc(O)c([N+](=O)[O-])c1)C(=O)O (stereo not given),nt,0,-0.3,6,0,-4,-1,-2,-6,-4

# The listing continues:
SMILES,Wnt act,HTR5A inv ctr,CDK5 p35 inh,HTR5A ag ctr,PvdQ acylase,MITF act,dFosB activator,NSD2 inh,SR-BI DiI inh,V-ATPase pH
O=C(/C=C/c1ccco1)NC(=S)Nc1ccccc1N1CCCC1,2,-11,3.1,1,5,-17,-7,4,19,2
CN(C)CCOCCOc1ccc(Cl)cc1Br,-2,39,0.2,-5,-2,-2,-7,2,-6,3
O=C(c1cc(N2C(=O)C3C4CCC(C4)C3C2=O)ccc1Cl)N1CCN(c2ccc(F)cc2)CC1 (stereo not given),-1,2,-1.0,-1,-8,-3,-8,0,-9,-2
CCN(C(=O)CCS(=O)(=O)c1cccc2nsnc12)c1cccc(C)c1,-1,-11,3.4,-4,-17,0,-4,19,-2,-1
CC1Sc2ccc(S(=O)(=O)N3CCC(C(=O)NCc4ccccc4)CC3)cc2NC1=O (stereo not given),-2,21,1.0,-3,-3,-1,-6,11,-4,0
Cc1ccc2[nH]c3c(c2c1)CN(C(=O)CN1CCN(c2ccccn2)CC1)CC3,-6,-6,0.2,0,-8,-7,-14,10,19,0
CCOC(=O)c1c(NC(=O)C2C3C=CC(C3)C2C(=O)O)sc2c1CCC(C)C2 (stereo not given),-4,-41,0.1,-1,-1,0,-1,3,-5,-1
NC(=O)c1nsc(C(=O)N(c2ccccc2)C(C(=O)NC2CCCC2)c2cccs2)c1N (stereo not given),-5,-23,2.8,8,6,1,8,-3,nt,-6
CCc1ccc2c(c1)c(N=NC1=NC(=O)CS1)c(O)n2CC,0,-14,-0.7,5,7,4,5,8,-17,-1
CCC(CO)Oc1cc(NC(=O)c2ccccc2[N+](=O)[O-])c2ncn(C(C)C)c2c1 (stereo not given),0,-5,-1.0,-1,-13,-8,-8,nt,39,3
CC(=O)N(C)c1ccc(NC(=O)COc2ccc(Br)cc2C)cc1,nt,27,-1.0,4,-12,7,-5,-1,-20,-3
C=CCOc1ccc(C(=O)/C=C2/C(=O)Nc3ccccc32)cc1,5,-15,0.0,4,-11,3,-18,0,10,-1
CCc1noc(C)c1C(=O)Nc1ccc(S(=O)(=O)N2CCC(C)CC2)cc1,-2,9,0.7,5,-10,-11,-7,0,-18,3
C=CCn1c(SCC(=O)NCCC2=CCCCC2)nc2ccc(Cl)cc2c1=O,-1,18,0.0,7,-17,nt,-2,nt,-2,nt
CCOC(=O)C1=C(C)NC(=O)NC1c1ccc(-c2ccc(F)cc2)o1 (stereo not given),-3,-2,-0.7,1,-23,-5,-5,1,-8,0
O=C(COC(=O)/C=C/c1cccc(F)c1)Nc1ccccc1-c1ccccc1,-2,6,1.3,6,-16,-10,9,-1,14,4
CCOc1ccc(-n2c(SCC(=O)Nc3cc(C)on3)nnc2-c2c[nH]c3ccccc23)cc1,nt,-22,-1.2,5,-10,-5,-14,0,51,0
COc1ccc(/C(C)=N/NC(=O)Cc2c(C)nc(C)[nH]c2=O)cc1,0,26,0.4,-8,11,0,-1,0,-6,-1
COc1ccc(-c2nc(CN3CCC(C(=O)NC4CCCc5ccccc54)CC3)c(C)o2)cc1OC (stereo not given),-1,5,3.2,2,-3,-2,-8,-7,nt,13*

# Screening data as filed in PubChem BioAssay.
